Screening data deposited in PubChem by National Center for Advancing Translational Sciences (NCATS).
TRHR agonist = qHTS for Small Molecule Agonists and Allosteric Enhancers of Human TRH Receptor: Primary Screen for Agonists | 0.18% of 360,000 active | activation, % at 2 µM | TRHR cells, calcium flux fluo-8, FDSS agonist mode; in the data active means activation above about 30%; further: 0% is about no effect
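Steps: seed TRHR cells overnight; add fluo-8 no-wash Ca dye, RT 30 min–1.5 h; record 10 s baseline; pin-transfer compounds; monitor fluorescence 1 cycle/s for the agonist window. Calcium increases flag candidate agonists.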
D2 agonist = HTS Assay for Allosteric Agonists of the Human D2 Dopamine Receptor: Primary Screen for Agonists; 0.53% of 340,000 active; activation, % at 2 µM; HEK293 T-REx D2 cells, calcium flux agonist mode; D(2) dopamine receptor (Homo sapiens), P14416;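 active means activation over 3 SD above normal in the single-dose calcium agonist read, cut at about 30% in these data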; further: 0% is about no effect
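In this primary screen, compounds producing a positive calcium signal within 180 s of addition to tetracycline-induced, force-coupled HEK293 Trex D2 cells are flagged; cells are dye-loaded with a no-wash calcium kit beforehand.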
D2 antagonist = HTS Assay for Allosteric Antagonists of the Human D2 Dopamine Receptor: Primary Screen for Antagonists; D(2) dopamine receptor (Homo sapiens), P14416; HEK293 TREx D2 cells, calcium flux, dopamine EC80; inhibition, % at 10 µM; 2% of 340,000 active; in the data active means inhibition above about 30%; further: 0% is about no effect
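Tetracycline-induced HEK293 TREx cells expressing D2 receptor forced-coupled to calcium signalling, loaded with no-wash calcium dye. Compounds added and calcium flux read 180 s, then dopamine added at EC80 and read a further 180 s.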
TrxR1 inh = qHTS Assay for Inhibitors of Mammalian Selenoprotein Thioredoxin Reductase 1 (TrxR1): qHTS | Thioredoxin reductase 1, cytoplasmic (Rattus norvegicus), O89049 | recombinant rTrxR1, NADPH fluorescence consumption, selenite substrate | Potency, µM (titrated, usually from 114 µM), without a hit: at the top dose activity change, negative = inhibition, hits mostly inhibitors | 1% of 390,000 active; further: potency means the concentration at half of the fitted maximal effect; on the % scale 0 is the no-effect control and ±100 the full control effect; nearly all actives have a fitted effect of over 65% in size
Target sequence (O89049 whole entry, looked up): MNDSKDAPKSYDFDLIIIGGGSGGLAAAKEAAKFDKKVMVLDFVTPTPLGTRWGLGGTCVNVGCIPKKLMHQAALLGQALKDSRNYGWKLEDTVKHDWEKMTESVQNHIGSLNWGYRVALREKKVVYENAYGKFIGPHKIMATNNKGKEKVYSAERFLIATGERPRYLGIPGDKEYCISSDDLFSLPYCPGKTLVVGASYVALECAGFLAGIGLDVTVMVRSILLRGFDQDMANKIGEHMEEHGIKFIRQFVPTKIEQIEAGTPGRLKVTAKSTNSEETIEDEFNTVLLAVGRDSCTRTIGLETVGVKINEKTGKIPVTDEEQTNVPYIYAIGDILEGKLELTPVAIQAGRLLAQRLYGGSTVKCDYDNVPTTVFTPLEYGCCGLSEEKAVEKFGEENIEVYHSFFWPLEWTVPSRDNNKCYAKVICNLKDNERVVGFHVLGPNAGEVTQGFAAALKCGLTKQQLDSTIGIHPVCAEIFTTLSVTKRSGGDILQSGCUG
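Rat TrxR1 (90 nM in the dispensed reagent) was pre-reduced with 400 uM NADPH for 5 min at room temperature, then incubated with compound for 15 min. After 400 uM selenite was added, NADPH fluorescence (Ex 340/Em 450 nm) was followed for 8 min.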
TRHR PAM = qHTS for Small Molecule Agonists and Allosteric Enhancers of Human TRH Receptor: Primary Screen for Enhancers | TRHR cells, fluo-8 calcium fluorescence, EC20 TRH enhancement | Thyrotropin-releasing hormone receptor (Homo sapiens), P34981 | AID 493056, 2011 | 0.66% of 360,000 active | enhancement, % at 2 µM; in the data active means enhancement above about 30%; further: 0% is about no effect
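TRHR-expressing cells loaded with fluo-8 calcium dye were read kinetically (ex 480/em 530) during compound addition, then stimulated with an EC20 of TRH (10 nM final). Enhancement of the Gq-mediated intracellular calcium response was scored.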
PI4K2A block = qHTS for small molecular inhibitors of PI4K2A. Phosphatidylinositol 4-kinase type 2-alpha (Homo sapiens), Q9BTU6. purified PI4K2A, ADP-Glo luminescence, 1 h; stronger effect = lower value. activity change, negative = inhibition, % at 76.9 µM. 0.13% of 420,000 active; in the data active means activity change below about -50%; inconclusive means mostly about -30% to -49%;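 further: -100% = wells without enzyme as full effect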
Target sequence (Q9BTU6 whole entry, looked up): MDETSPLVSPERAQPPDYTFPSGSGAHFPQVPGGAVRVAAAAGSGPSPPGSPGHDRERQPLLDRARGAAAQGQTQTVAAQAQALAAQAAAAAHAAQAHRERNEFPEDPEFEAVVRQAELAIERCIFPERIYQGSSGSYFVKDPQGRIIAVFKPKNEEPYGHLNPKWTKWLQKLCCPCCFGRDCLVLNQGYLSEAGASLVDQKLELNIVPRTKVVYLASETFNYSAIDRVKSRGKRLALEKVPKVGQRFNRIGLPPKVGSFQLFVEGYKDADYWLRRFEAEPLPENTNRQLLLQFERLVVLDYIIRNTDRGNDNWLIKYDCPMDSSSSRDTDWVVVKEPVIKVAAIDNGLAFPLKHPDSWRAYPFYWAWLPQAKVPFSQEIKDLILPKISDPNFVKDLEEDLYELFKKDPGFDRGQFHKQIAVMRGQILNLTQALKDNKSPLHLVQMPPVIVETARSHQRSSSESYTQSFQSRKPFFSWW
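PI4K2A activity was measured by ADP-Glo luminescence: enzyme (4 ug/mL stock) and phosphatidylinositol (1.2 mM stock) in Tris pH 7.5/MgCl2/EGTA/Triton X-100 buffer were reacted with ATP (300 microM stock) for one hour at ambient temperature.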
IDH1 R132H inh = qHTS for Inhibitors of mutant isocitrate dehydrogenase 1 (IDH1): qHTS | Isocitrate dehydrogenase [NADP] cytoplasmic (Homo sapiens), O75874 | IDH1-R132H enzyme, NADPH consumption, diaphorase/resazurin fluorescence | Potency, µM (titrated, usually from 76.6 µM), for the others: at the top dose activity change, negative = inhibition, most hits filed as inhibitors | 0.093% of 390,000 active | AID 602179, 2012; further: potency means the concentration at half of the fitted maximal effect; on the % scale 0 is the no-effect control and ±100 the full control effect; nearly all actives have a fitted effect of over 65% in size
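IDH1-R132H (0.5 ug/mL dispensed) in pH 7.5 Tris buffer was preincubated 30 min with compound, then given a substrate mix of 0.016 mM NADPH and 2 mM alpha-KG for 80 min at room temperature; remaining NADPH was read by diaphorase/resazurin fluorescence.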
TrxR1 substrate = qHTS Assay for Substrates of Mammalian Selenoprotein Thioredoxin Reductase 1 (TrxR1): qHTS; Thioredoxin reductase 1, cytoplasmic (Rattus norvegicus), O89049; purified TrxR1 substrate turnover, NADPH consumption readout; Potency, µM (doses to about 114 µM), without a hit: at the top dose activity change, negative = substrate turnover; 0.01% of 390,000 active; AID 588456, 2011; further: potency means the concentration at half of the fitted maximal effect; on the % scale 0 is the no-effect control and ±100 the full control effect; nearly all actives have a fitted effect of over 50% in size
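Rat TrxR1, dispensed at 90 nM, was prereduced with 400 uM NADPH (final) for 5 min at ~22 deg C, then incubated with compound 15 min before 400 uM selenite. A first-read NADPH fluorescence drop versus no-compound background flagged substrates.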
USP1 inh = Inhibitors of USP1/UAF1: Primary Screen | Potency, µM (series often up to 57.1 µM), for the others: at the top dose activity change, negative = inhibition, most hits filed as inhibitors | Ubiquitin carboxyl-terminal hydrolase 1 (Homo sapiens), O94782 | 0.23% of 390,000 active | AID 743255, 2014 | recombinant USP1/UAF1, Ub-Rhodamine cleavage fluorescence; further: potency means the concentration at half of the fitted maximal effect; on the % scale 0 is the no-effect control and ±100 the full control effect; nearly all actives have a fitted effect of over 60% in size; inactives centre near -12
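USP1/UAF1 complex at 1 nM was preincubated with compound for 15 min at room temperature, then Ub-Rho substrate (150nM final) was added. Fluorescence (480/540 nm) was read kinetically, 6 reads every 60 seconds.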
The depositor's hits bear a star; u = inconclusive; x = not tested or not shown; & = joins results of further samples; [ ] = dose if it differs, or a comment. Unless noted, the call rests on the fitted dose curve; in most records, active means well fitted inhibition curve with a large enough effect; inconclusive means small, poorly fitted or top-dose-only effect; inactive means no such curve, though single readings can be large or run the other way.

SMILES	TRHR agonist	D2 agonist	D2 antagonist	TrxR1 inh	TRHR PAM	PI4K2A block	IDH1 R132H inh	TrxR1 substrate	USP1 inh
CCn1cc(C(=O)N2CCN(c3cccc(Cl)c3)CC2)c2cc(OC)c(OC)cc2c1=O	-0.6&-0.4	0.2&-0.8	-15	5%	-5&5	-2&7	-5%&0%	7%[2.29 µM]	-10%&-15%
CCOc1cc(C(=O)OCC(=O)Nc2c(C)cccc2C)ccc1OCC(=O)N1CCOCC1	0.2	0.2	-5	-3%	-2	-2	8%	1%	-11%
CN1C(=O)/C(=C/c2ccc(C(=O)Nc3ccc(O)cc3C(=O)O)cc2)SC1=S	-2.7	-1.2	-17	-24%	2	u	5%	-14%	-12%
O=Cc1ccc([B-](F)(F)F)s1	x	x	x	2%	x	2	-20%	-5%	-3%
COc1ccc(C)cc1NC(=O)C(OC(=O)c1ccc([N+](=O)[O-])o1)c1ccccc1 (stereo not given)	-1.1	-0.4	11	4%	-5	0	11%	-3%	u
CCOc1ccc(NC(=O)NCCn2nnc3cc(S(=O)(=O)N(C)C)ccc32)cc1	0.6	2.2	x	1%[57.1 µM]	-1	0	0%	-2%[57.1 µM]	-15%
COC(C(=O)N/N=C(\C)c1ccc(C(C)(C)C)cc1)c1ccccc1 (stereo not given)	-1.3	0.0	1	2%[57.1 µM]	1	1	-3%	4%[57.1 µM]	-21%
CCN(CC)C(=O)Cn1cc(/C=C(\C#N)C(=O)NC2CC2)c2ccccc21	-0.1	0.3	-3	-3%	0	-3	-6%	-9%	-1%
O=C(NCc1cccc(C(F)(F)F)c1)C1CC(c2ccccc2[N+](=O)[O-])=NO1 (stereo not given)	-0.1	1.0	-12	5%[57.1 µM]	10	-5	30%	4%[57.1 µM]	4%
Cc1cc(C)nc(NC(=S)NC(=O)c2ccccc2)n1	-0.3	0.0	6	14%[57.1 µM]	-3	1	3%	8%[2.29 µM]	-4%
Cc1ccccc1C(O)c1ccncc1 (stereo not given)	-0.1	0.5	10	18%	-4	-5	0%	8%	-15%
Nc1nc(O)c(Sc2ccccc2[N+](=O)[O-])c(=O)[nH]1	-1.5	0.6	-1	22%	-8	-1	-1%	3%	-12%
COC(=O)NC(C)N1C(=O)C2C3C=CC(C3)C2C1=O (stereo not given)	0.8	1.0	-13	9%	-7	10	-3%	0%	-21%
Cc1ccc(S(=O)(=O)Nc2ccc(S(=O)(=O)NCC3CCCO3)cc2)cc1 (stereo not given)	0.4	4.8	-3	24%	4	0	4%	9%	-14%
O=c1oc2c(F)cc(F)cc2cc1S(=O)(=O)c1ccc(F)cc1	-0.9	-0.1	x	-16%	7	-4	x	10%	-13%
COc1ccc(Cc2noc(CN3CCCC(C(=O)c4cccs4)C3)n2)cc1OC (stereo not given)	-0.2	1.7	-14	11%[57.1 µM]	-4	11	13%	8%[57.1 µM]	-11%
O=C(O)CC(C(=O)O)N1C(=O)/C(=C/C=C/c2ccco2)SC1=S (stereo not given)	1.3	1.4	-9	20µM*	-3	u	-1%	-26%	u
Cc1cc(-c2ccccc2)c2ccc(NC(=O)C(C)(C)C)nc2n1	-0.9	0.8	-3	9%	-2	-5	15%	3%	-19%
COc1ccc(-c2cn3cccnc3n2)cc1NC(=O)Cc1ccccc1	0.2	0.9	x	19%[57.1 µM]	1	-5	16%	15%[57.1 µM]	6%
CCOC(=O)N1CCc2c(sc3c2C(=O)NC(c2ccc(N(C)C)cc2)N3)C1 (stereo not given)	4.9	1.3	x	-2%	-8	-8	-13%	2%	u

By substructure: the compounds so far with fluorine (three)
SMILES	TRHR agonist	D2 agonist	D2 antagonist	TrxR1 inh	TRHR PAM	PI4K2A block	IDH1 R132H inh	TrxR1 substrate	USP1 inh
O=Cc1ccc([B-](F)(F)F)s1	x	x	x	2%	x	2	-20%	-5%	-3%
O=C(NCc1cccc(C(F)(F)F)c1)C1CC(c2ccccc2[N+](=O)[O-])=NO1 (stereo not given)	-0.1	1.0	-12	5%[57.1 µM]	10	-5	30%	4%[57.1 µM]	4%
O=c1oc2c(F)cc(F)cc2cc1S(=O)(=O)c1ccc(F)cc1	-0.9	-0.1	x	-16%	7	-4	x	10%	-13%

(next part)
SMILES	TRHR agonist	D2 agonist	D2 antagonist	TrxR1 inh	TRHR PAM	PI4K2A block	IDH1 R132H inh	TrxR1 substrate	USP1 inh
O=C(CSC1=Nc2ccccc2N=C(c2ccc(F)cc2)C1)Nc1cccc(C(F)(F)F)c1	1.7	0.1	x	22%[57.1 µM]	2	1	-11%	-4%[57.1 µM]	-18%
C=CCNC(=O)C1CC(=O)N(c2ccc(OCC(=O)NCc3ccccc3)cc2)C1 (stereo not given)	0.7	-0.1	-3	5%[57.1 µM]	-2	7	2%	6%[57.1 µM]	7%
Cc1cccc(N2C(=O)C3C4C=CC(CC4)C3C2=O)c1 (stereo not given)	0.3	0.2	4	24%	13	-3	-10%	7%	-9%
COc1ccc(CC(=O)NCc2n[nH]c(=S)n2-c2ccccc2OC)cc1	0.6	0.0	3	0%	5	-7	-7%	0%	-24%
O=c1oc2ccc(Cl)cc2cc1-c1nc(-c2cccs2)no1	0.4	x	x	29%	1	-4	36%[activator]	0%	8%
CCOc1ccc(N2CC(C(=O)Nc3ccncc3)CC2=O)cc1 (stereo not given)	0.5	-3.1	-8	7%	4	-15	-5%	6%[57.1 µM]	-3%
CC(=O)Nc1ccc2nc(NC(=O)c3cccnc3)sc2c1	0.9	0.7	-1	-6%	7	-3	4%	-13%	0%
O=C(c1ccc(Oc2ccccc2)cc1)c1nc2c(n1O)CCCC2	0.0	0.3	31*	-10%	-3	0	6%	-19%	-2%
O=C(/C=C/c1ccc([N+](=O)[O-])cc1)N1CCN(S(=O)(=O)c2cccs2)CC1	-0.1	0.6	2	11%	-3	3	-10%	-3%	-14%
CCCOc1ccc(-c2nnc(-c3cccs3)o2)cc1	0.2	0.7	12	46%[activator][57.1 µM]	1	-3	4%	36%[activator][57.1 µM]	-5%
Cc1cc(=O)[nH]c(SCC(=O)NC2CCCCCC2)n1	x	x	x	9%[57.1 µM]	x	3	12%	6%[57.1 µM]	-4%
COc1ccc(N2CCN(S(=O)(=O)CCNC(=O)Cc3ccc(Cl)cc3)CC2)cc1	-0.2	-0.2	x	19%[57.1 µM]	6	6	3%	4%[57.1 µM]	u
COc1ccc(C2Sc3ccccc3NC3=C2C(=O)c2ccccc23)c(OC)c1OC (stereo not given)	-0.5	0.0	x	20%	-5	-2	0%	0%	u
O=C(CSc1nc2ccc(N3CCOCC3)cc2c(=O)n1CCc1ccccc1)NCC1CCCO1 (stereo not given)	-0.2	1.1	41*	6%	5	-2	3%	17%	-10%
O=C(CNC(=O)c1ccc(Cl)cc1Cl)NCCCn1ccnc1	-0.7	0.3	-13	6%	31*	-3	-3%	-2%	2%
CN(C(=O)c1ccc(OC2CCN(C(=O)c3cccnc3)CC2)cc1)C1CCCCC1	0.7	0.3	10	26%	-3	0	9%	4%	-23%
O=C(Nc1ccc(N2CCC(N3CCCCC3)CC2)c(C(=O)O)c1)c1ccc(Br)cc1	0.0	0.4	x	10%[57.1 µM]	6	-6	-15%	2%[57.1 µM]	0%
CC(C)Cc1nccs1	-0.2	0.0	-3	10%[57.1 µM]	-4	-2	0%	1%[57.1 µM]	-18%
O=C(NCc1ccncc1)c1ccc(Br)cc1	0.2	0.9	-15	-10%	-1	-3	0%	-7%	-8%
CCOC(=O)C1=CN(Cc2cccc(F)c2)S(=O)(=O)N(CC)C1c1cccc(OC)c1 (stereo not given)	x	x	x	22%	x	0	1%	2%	-24%
CCN(C(=O)CCNC(=O)Cn1cnc2ccccc2c1=O)c1cc(OC)ccc1OC	-1.7	-1.0	x	12%	1	-4	0%	2%	-24%
COc1ccc(NC(=O)C(C)NS(=O)(=O)c2ccc(NC(C)=O)cc2)cc1Cl (stereo not given)	0.4	1.0	-4	5%	10	6	0%	-2%	8%
COc1ccc(OCC(=O)NNC(=O)c2cccc(O)c2)cc1	0.8	0.5	5	3%[57.1 µM]	4	1	-2%	7%[57.1 µM]	0%
CC(C(=O)N1CCOCC1)N1C(=O)C2C3CC(C(Br)C3Br)C2C1=O (stereo not given)	0.1	0.1	1	10%[57.1 µM]	0	-2	3%	-19%[57.1 µM]	-11%
CCOC(=O)c1c(C)n(CC(COC(C)=O)OC(C)=O)c2ccc(OC(C)=O)cc12 (stereo not given)	-0.8	-0.2	8	8%	12	1	-2%	-1%	-12%
CC(=O)Nc1cccc(C(=O)NC2CCCc3c2cnn3-c2ccc(C(C)(C)C)cc2)c1 (stereo not given)	-0.1	-0.3	23	4%	-4	8	-7%	-5%	u
COc1ccc(Cl)cc1NC(=S)NCc1cccs1	-0.3	-1.3	-9	23%[57.1 µM]	2	1	0%	3%[57.1 µM]	-16%
O=C(NC1CCSC1=O)c1ccc(Oc2ccc(F)cc2)nc1 (stereo not given)	0.1	0.5	-9	7%[57.1 µM]	-1	-4	0%	-7%	-5%
